Screening data: PubChem, National Center for Advancing Translational Sciences (NCATS)
GRP78 ERSR act = induces the endoplasmic reticulum stress response in human glioma cells. U87-MG GRP78 promoter luciferase reporter, 16 h. Potency, µM, inactives show at the top dose activation, hits mostly activators. 0.02% of 420,000 active. AID 602332; further: potency means the concentration at half of the fitted maximal effect; series mostly up to about 76 µM; % of control where 0% means no effect; nearly all actives have a fitted effect of over 35% in size
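Stably transfected U87-MG glioma cells carrying a GRP78-based luciferase sensor; 16 h compound incubation. Luminescence end-point read 10 min after Bright-Glo addition at room temperature.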
POLB inh = inhibitors of human DNA polymerase beta. P06746. Pol beta primer extension/strand displacement, fluorescence kinetic. Potency, µM (titrated, usually from 114 µM), for the others: at the highest dose activity change, negative = inhibition, usual class: inhibitors. 1.3% of 340,000 active. AID 485314; further: potency means the concentration at half of the fitted maximal effect; on the % scale 0 is the no-effect control and ±100 the full control effect
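Preincubation: enzyme (10 nM) with compound, 15 min, RT. Reaction: substrate added to 50 nM final. Reads: 0 and 10 min. Analysis: normalized, Hill fit.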
BLM helicase inh = blocks DNA unwinding by human BLM helicase. recombinant BLM DNA unwinding, fluorescence dequenching. Potency, µM (doses to about 56.1 µM), for the others: at the top dose activity change, negative = inhibition, actives largely listed as inhibitors. 0.2% of 350,000 active;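 further: potency means the concentration at half of the fitted maximal effect; plate controls were vehicle for no effect and no enzyme for full effect; nearly all actives have a fitted effect of over 35% in size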
POLK inh = DNA polymerase kappa (human) inhibition; Q9UBT6; purified Pol kappa, fluorescent DNA synthesis assay, 10 min; Potency, µM (doses to about 107 µM), for inactives: top-dose activity, negative = inhibition, most hits filed as inhibitors; 0.53% of 400,000 active; further: potency means the concentration at half of the fitted maximal effect; on the % scale 0 is the no-effect control and ±100 the full control effect
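Readout: fluorescence, taken kinetically at 0 and 10 min. Conditions: 10 nM Pol kappa, 15 min RT compound preincubation, 50 nM substrate final. Controls: enzyme-free buffer wells.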
LDHA inh = LDHA (human) enzyme inhibition; P00338; purified LDHA, NADH/diaphorase-resazurin fluorescence; stronger effect = lower value; activity change, % (values are at about 110 or 230 µM); 0.15% of 480,000 active; AID 1347041; in the data active means activity change below about -30%; inconclusive means mostly about -25% to -30%;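 further: plate controls were DMSO wells for no effect and wells without enzyme for full effect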
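Resorufin fluorescence (ex540/em590), read at 0 and 20 min after diaphorase/resazurin addition, reports the NADH left after a 5 min room-temperature reaction of 2 nM human LDH5 with 0.06 mM NADH and 0.2 mM pyruvate.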
Apoferritin bind = candidate novel general anesthetic via apoferritin binding; apoferritin/1-aminoanthracene competitive binding, fluorescence; Potency, µM (series often up to 77.5 µM), for inactives: at the top dose activity change, negative = displacement, most hits filed as inhibitors; 0.074% of 350,000 active; AID 485281; further: potency means the concentration at half of the fitted maximal effect; on the % scale 0 is the no-effect control and ±100 the full control effect; nearly all actives have a fitted effect of over 20% in size
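Concentration-response curves derived by four-parameter Hill fitting of normalized fluorescence, where compounds displaced 1-AMA from 10 uM horse apoferritin following a brief 10 min room-temperature incubation; propofol titration acted as positive control.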
POLI inh = blocks human DNA polymerase iota activity; AID 588590; Q9UNA4; 1% of 390,000 active; Potency, µM (series often up to 115 µM), inactives show at the top dose activity, negative = inhibition, most hits filed as inhibitors; Pol iota fluorescent replication assay, 10 min; further: potency means the concentration at half of the fitted maximal effect
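Pol iota at 10 nM preincubated 15 min with compounds at room temperature; reaction started with fluorescent substrate, 50 nM final. Fluorescence read kinetically at 0 and 10 min; buffer-only wells as negative control.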
APEX1 inh = APE1 (human) endonuclease inhibition. P27695. recombinant APE1, TAMRA/BHQ-2 abasic DNA cleavage fluorescence. Potency, µM (top dose mostly 65.8 µM), without a hit: top-dose activity change, negative = inhibition, hits mostly inhibitors. 0.35% of 350,000 active;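 further: potency means the concentration at half of the fitted maximal effect; plate controls were vehicle for no effect and reference inhibitor for full effect; nearly all actives have a fitted effect of over 55% in size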
Target sequence (P27695 whole entry, looked up): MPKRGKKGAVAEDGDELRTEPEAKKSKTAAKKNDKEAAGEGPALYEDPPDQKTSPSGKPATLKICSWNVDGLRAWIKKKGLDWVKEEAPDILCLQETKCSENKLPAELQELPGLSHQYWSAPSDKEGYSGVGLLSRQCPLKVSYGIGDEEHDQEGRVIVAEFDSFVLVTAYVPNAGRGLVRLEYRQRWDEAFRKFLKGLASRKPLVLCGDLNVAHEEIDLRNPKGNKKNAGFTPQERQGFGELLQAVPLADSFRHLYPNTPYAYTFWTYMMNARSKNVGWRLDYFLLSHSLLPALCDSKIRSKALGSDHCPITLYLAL
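APE1 at 0.75 nM final was preincubated with compound 15 min at room temperature, then 50 nM double-stranded THF abasic-site substrate (5'-TAMRA/3'-BHQ-2) was added. Fluorescence (ex 525/em 598 nm) was read kinetically; third-minus-first read gave activity.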
POLH inh = blocks human DNA polymerase eta activity | 1.2% of 390,000 active | Q9Y253 | recombinant Pol eta, fluorescent DNA replication assay | Potency, µM (titrated, usually from 114 µM), for inactives: at the highest dose activity change, negative = inhibition, usual class: inhibitors; further: potency means the concentration at half of the fitted maximal effect; on the % scale 0 is the no-effect control and ±100 the full control effect
Target sequence (Q9Y253 whole entry, looked up): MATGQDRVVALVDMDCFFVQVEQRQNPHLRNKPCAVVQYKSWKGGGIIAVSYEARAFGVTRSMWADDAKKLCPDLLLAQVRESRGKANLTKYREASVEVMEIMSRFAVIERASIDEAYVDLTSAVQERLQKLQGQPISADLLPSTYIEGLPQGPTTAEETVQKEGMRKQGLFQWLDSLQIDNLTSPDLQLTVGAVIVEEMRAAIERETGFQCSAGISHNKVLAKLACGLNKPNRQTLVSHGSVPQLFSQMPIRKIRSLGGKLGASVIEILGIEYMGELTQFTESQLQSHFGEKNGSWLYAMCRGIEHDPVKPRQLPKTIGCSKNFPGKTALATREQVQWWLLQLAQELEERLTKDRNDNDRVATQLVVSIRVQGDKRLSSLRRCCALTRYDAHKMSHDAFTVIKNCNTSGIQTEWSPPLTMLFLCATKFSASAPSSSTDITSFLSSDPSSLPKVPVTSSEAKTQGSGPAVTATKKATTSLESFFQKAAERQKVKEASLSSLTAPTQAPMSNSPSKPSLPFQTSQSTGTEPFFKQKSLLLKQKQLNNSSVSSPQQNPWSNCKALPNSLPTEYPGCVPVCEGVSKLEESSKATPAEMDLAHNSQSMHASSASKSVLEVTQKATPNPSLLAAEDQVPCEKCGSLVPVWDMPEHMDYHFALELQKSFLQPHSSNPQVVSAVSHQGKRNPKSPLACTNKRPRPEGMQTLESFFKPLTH
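Pol eta at 10 nM preincubated with compounds 15 min at room temperature; reaction started with fluorescent substrate (50 nM final) and read kinetically at 0 and 10 min.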
The depositor's hits bear a star; ? = inconclusive; / = not tested or not shown; & = joins results of further samples; [ ] = dose if it differs, or a comment. Unless noted, the call rests on the fitted dose curve; in most records, active means well fitted curve in the direction sought with a large enough effect; inconclusive means small, poorly fitted or top-dose-only effect, or another doubt; inactive means no such curve, though single readings can be large; an effect the other way counts as inactive or inconclusive.

SMILES | GRP78 ERSR act | POLB inh | BLM helicase inh | POLK inh | LDHA inh | Apoferritin bind | POLI inh | APEX1 inh | POLH inh
Cc1ccc(/C=N/NC(=O)Cc2ccc(O)cc2)s1 | 4% | ? | -11% | -8% | -7 | -4% | ? | 20% | -4%
O=C(CN1C(=O)NC(c2ccccc2)(c2ccccc2)C1=O)NCc1ccc(F)cc1 | -3% | / | / | -5% | -1 | / | 8% | 20% | -25%
NC(=O)CCC(NC(=S)Nc1ccccc1)C(=O)O (centres undefined) | -3% | 2% | -2% | 13% | -1 | -11% | 10% | -2% | -6%
COc1ccccc1/C=C/C(=O)OCCCN(C)C | -3% | 2% | -9% | -3% | -4 | -4% | 53%[activator] | 8% | -8%
Cc1nc(NC(=O)COc2ccccc2)sc1C(=O)Nc1cccc(Cl)c1 | 6% | 18% | -11% | 6% | -4 | ? | -7% | -4% | -11%
CSc1nc(Cc2ccc(Cl)cc2)nc2ccccc12 | -1% | 18% | -5% | -3% | 0 | ? | 14% | -1% | -18%
COc1ccc(CNC(=O)CCCn2nc(C)n3c(cc4sccc43)c2=O)cc1 | 0%&-3% | 47%&4% | 0%&2% | 3%&-6% | -11&-12 | -5%&-9% | -7%&15% | -1% | -9%&2%
CN(C)c1ccc(/C=C(/NC(=O)c2ccccc2)C(=O)NCCN2CCOCC2)cc1 | -2% | -21% | 2% | 2% | -1 | -18% | 25% | -12% | -6%
Clc1c(CSc2nc3ccccc3o2)nc2sccn12 | 14% | -13% | 0% | -1% | 3 | 3% | 24% | -2% | -18%
Cc1ccc(OCCNC(=O)/C=C/c2ccc([N+](=O)[O-])cc2)cc1C | -3% | 14% | -4% | -1% | -11 | -22% | -12% | 7% | -4%
CC(=O)Nc1sc2c(c1C#N)CCCCC2 | 6% | 17% | 2% | -3% | -5 | -2% | -1% | 1% | -11%
CCOC(=O)N/N=C1/C[C@@H](O)[C@@H](O)[C@@H]2[C@@H]3C(=O)N([C@@H](C)c4ccccc4)C(=O)[C@H]3CC[C@H]12 | -3% | / | -3%[12.4 µM] | / | / | -4%[15.3 µM] | / | ? | /
Cc1cccc(CCNC(=O)CCc2nnc(CCc3ccccc3)o2)n1 | 1% | 1% | -4% | 9%[60.1 µM] | -4 | -7% | 3% | 0% | 0%
O=C(Nc1ccc2nc3n(c(=O)c2c1)CCCCC3)C(=O)Nc1ccccc1F | 10% | 37% | -5% | -4% | -12 | -7% | 27% | / | -7%
O=C(CN(Cc1ccccc1)S(=O)(=O)c1ccc(F)cc1)NCc1cccnc1 | -4% | 12% | -1% | -16% | -4 | -4% | 16% | -8% | -9%
Cc1cc(C)nc(SCc2csc(N)n2)n1 | -5% | -20% | 0% | -17% | 1 | -10% | 16% | -7% | -12%
NS(=O)(=O)c1ccc(CCNC(=O)CNC(=O)c2ccc(Br)o2)cc1 | -3% | / | / | 3% | -15 | / | 11% | -1% | 5%
Cc1ccc2c(c1)C(=C(C#N)C#N)CCN2 | -4% | / | / | -28% | 5 | / | 18% | / | -17%
C=CC[C@H](CC(=O)OC(C)(C)C)C(=O)OC[C@H]1CCCN1C(=O)[C@H](CC=C)CC(=O)NCCO | -3% | / | / | 8% | 0 | / | 29% | 26% | -9%
Cc1cc(C)c(S(=O)(=O)NCc2ccccn2)c(C)c1 | -5% | 29% | -2% | -9% | -3 | -6% | 11% | -14% | -18%
Cc1ccc(S(=O)(=O)N2[C@@H](c3ccccc3)C(C(=O)O)=CC[C@H]2c2cccc(C)c2)cc1 | -3% | / | / | 3% | 1 | / | 12% | 4% | -14%
COC(=O)CSCC(=O)Nc1cc2c(cc1C(C)=O)OCO2 | -3% | -19% | 0% | -8% | -4 | -8% | 3% | 3% | -7%
c1ccc(-c2cnnn2-c2ccccc2)cc1 | -4% | 0% | -4% | -7% | 2 | -7% | 86%[activator] | 26% | -23%
O=C(Nc1ccccc1)Nc1ccc(Cl)c(S(=O)(=O)N2CCOCC2)c1 | -7% | 19% | -5% | 7% | -4 | -20% | 0% | -1% | -9%
CCC(C)NC(=O)Cn1c(=O)n(Cc2ccc(C(=O)NCCCOC)cc2)c(=O)c2ccccc21 (centres undefined) | -1% | 0% | 0% | -6% | -9 | 5% | -4% | / | -2%
CC(C)N(Cc1nc(-c2ccccc2)no1)C(=O)c1ccc(Cl)cc1 | -5% | -8% | -9% | -9% | -2 | -16% | -25% | -7% | -18%
O=C(O)c1ccccc1C(=O)N1CCN(c2ccccc2)CC1 | -5% | -2% | -3% | -4% | 1 | -5% | -20% | 25% | -11%
CCN(C(=O)COC(=O)c1cc(-c2ccc(C)o2)nc2ccccc12)C1CCS(=O)(=O)C1 (centres undefined) | 0% | 25% | -3% | 0% | -5 | 8% | 82%[activator] | -7% | -16%
CCC1=NN2C(=N)/C(=C\c3ccc(OCCOc4ccc(NC(C)=O)cc4)cc3)C(=O)N=C2S1 | -1% | -16% | -5% | 0% | -4 | 0% | -4% | 17% | ?
COc1cccc2c1nc(C)c1cc(C)oc12 | 2% | -6% | -9% | 16% | -1 | -3% | 1% | 1% | -4%
Oc1ccc(-c2c(-c3ccsc3)sc3ccccc23)cc1 | -1% | -5% | -14% | -3% | -3 | 2% | 1% | 18% | -11%
COc1cc([N+](=O)[O-])ccc1NC(=O)CSc1n[nH]c(C(C)C)n1 | -5% | 20% | -2% | 8% | -5 | -18% | 76%[activator] | -6% | -23%
COc1ccc(C(=O)Nc2oc(-c3ccccc3)c(-c3ccccc3)c2C#N)cc1 | -6% | -13% | -13% | -14% | 0 | -5% | 2% | ? | -3%
O=C(CN1C(=O)CCc2cc(S(=O)(=O)N3CCOCC3)ccc21)NCc1ccccc1Cl | 0% | -11% | 2% | -4%[60.1 µM] | -3 | -17% | -1% | / | -9%
COc1ccc(CCNC(=O)c2c(C)oc3nc(C)nc(N4CCOCC4)c23)cc1OC | -2% | 17% | 4% | 7% | -1 | 0% | 6% | / | -15%
COc1ccc(S(=O)(=O)NC2CCc3ccccc32)cc1OC (centres undefined) | -4% | 43% | -1% | -5%[60.1 µM] | -2 | -2% | -4% | 1% | 0%
Cc1cc(C)cc(OCC(O)CN2CCN(Cc3ccc4c(c3)OCO4)CC2)c1 (centres undefined) | -4% | -13% | -10% | 3% | -1 | -14% | -23% | 13% | -18%
COc1ccc(C(NC(=O)c2cccnc2)c2cc(Cl)c3cccnc3c2O)cc1OC (centres undefined) | ? | 5% | -11% | 4% | 4 | -10% | 10% | -3% | -10%
Cn1c(=O)oc2cc(S(=O)(=O)NCCC(=O)N3CCN(c4ccccc4)CC3)ccc21 | -6% | 2% | 0% | 10% | -2 | -8% | 19% | 53%[activator] | -8%
COc1ccc(C2=NOC(C(=O)Nc3cc(C)on3)C2)cc1 (centres undefined) | 0% | 9% | -2% | 5% | -4 | 0% | 20% | -7% | -4%

Pulled by structure from the entries so far, 3 records:
SMILES | GRP78 ERSR act | POLB inh | BLM helicase inh | POLK inh | LDHA inh | Apoferritin bind | POLI inh | APEX1 inh | POLH inh
CCC1=NN2C(=N)/C(=C\c3ccc(OCCOc4ccc(NC(C)=O)cc4)cc3)C(=O)N=C2S1 | -1% | -16% | -5% | 0% | -4 | 0% | -4% | 17% | ?
O=C(O)c1ccccc1C(=O)N1CCN(c2ccccc2)CC1 | -5% | -2% | -3% | -4% | 1 | -5% | -20% | 25% | -11%
Cc1cc(C)cc(OCC(O)CN2CCN(Cc3ccc4c(c3)OCO4)CC2)c1 (centres undefined) | -4% | -13% | -10% | 3% | -1 | -14% | -23% | 13% | -18%

New compounds follow:
SMILES | GRP78 ERSR act | POLB inh | BLM helicase inh | POLK inh | LDHA inh | Apoferritin bind | POLI inh | APEX1 inh | POLH inh
CC(C)CN1CCC(=O)N([C@H](COc2ccccc2)c2ccccc2)CC1 | -2%&9% | 21% | -3% | 9%&2% | 3 | -14% | 13%&27% | 0% | -4%
Cc1nc(C)c(CC(=O)N/N=C/c2ccc(O)cc2)c(=O)[nH]1 | -5% | 14% | -2% | -9% | 3 | -8% | 8% | 2% | -9%
CCOC(=O)c1ccc(NC(=O)C2=C(C)Nc3nc(CCCO)nn3C2c2ccc(OC)cc2)cc1 (centres undefined) | -2%&-2% | 4% | -1%&-10% | -14%&-15% | -4&2&-9 | -14% | 8%&14% | -3% | -10%&-7%
CC(=O)Oc1c(C)cc(O)c2ccccc12 | / | 7% | -6% | / | / | 5% | / | -3% | /
COc1ccc(C(=O)Nc2ccc3c(c2)CCCN3S(=O)(=O)c2ccc(C)cc2)c(OC)c1 | 0% | ? | -5% | -3%[60.1 µM] | 1 | 42%[activator] | -2% | / | -26%
CC(=O)c1ccc(NC(=O)[C@@H]2CCCN2C2=NS(=O)(=O)c3ccccc32)cc1 | -5% | / | / | 8% | 0 | / | ? | 10% | -9%
Cc1ccc(Cn2nnc3c(=O)[nH]c(C4CCN(C(=O)Cc5cccs5)CC4)nc32)cc1 | 3% | 22% | -5% | 6% | 3 | -16% | 21% | -10% | -10%
COC(=O)C(NC(=O)c1ccco1)(Nc1ccc(Br)cn1)C(F)(F)F (centres undefined) | -3% | 29% | -4% | -10% | 1 | ? | 1% | -3% | -4%
COc1cccc2[nH]c3c(N4CC(C)CC(C)C4)ncnc3c12 (centres undefined) | / | 17% | 1% | / | / | -11% | / | 1% | /
O=C(Cc1ccccc1)NC(=S)Nc1ccc2oc(-c3ccccc3F)nc2c1 | 6% | 4% | -3% | 4% | 0 | -23% | -6% | 1% | -8%
CCCOP(=O)(c1ccc(N(C)C)cc1)C(O)c1ccc(N(C)C)cc1 (centres undefined) | -4% | 26% | -1% | -27% | 6 | 0% | -14% | 2% | 3%
O=C(C1CC(=O)N(c2ccccc2)C1)N1CCC(c2nc3ccccc3[nH]2)CC1 (centres undefined) | -6% | / | / | -15% | 0 | / | 26% | 4% | -4%
Cc1ccc(S(=O)(=O)Cn2nnnc2C(C)N2CCN(C(=O)c3ccco3)CC2)cc1 (centres undefined) | -6% | 1% | -2% | -6%[60.1 µM] | -4 | -12% | 42%[activator] | -5% | -11%
CCCCCOC(=O)Nc1nnc(CCCCC)s1 | -5% | -3% | -2% | 13% | 2 | -21% | 15% | 2% | -12%

Only part of the results is shown, so the mix of outcomes need not match the whole.
